Screens from PubChem BioAssay.
Cav32 inh = Cav3.2 calcium influx blockers – cell-based, Fluo-4 calcium fluorescence, FDSS, MLSMR library, primary screen; 100,000 compounds, 4% hits; AID 449739, 2010; B-score at 10 µM; Cav3.2-expressing cells; stronger effect = lower value;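 active = single-dose well whose peak fluorescence ratio is a statistical outlier from its plate by either plate-standardised score or position-corrected B-score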
Target sequence (O95180 whole entry, looked up): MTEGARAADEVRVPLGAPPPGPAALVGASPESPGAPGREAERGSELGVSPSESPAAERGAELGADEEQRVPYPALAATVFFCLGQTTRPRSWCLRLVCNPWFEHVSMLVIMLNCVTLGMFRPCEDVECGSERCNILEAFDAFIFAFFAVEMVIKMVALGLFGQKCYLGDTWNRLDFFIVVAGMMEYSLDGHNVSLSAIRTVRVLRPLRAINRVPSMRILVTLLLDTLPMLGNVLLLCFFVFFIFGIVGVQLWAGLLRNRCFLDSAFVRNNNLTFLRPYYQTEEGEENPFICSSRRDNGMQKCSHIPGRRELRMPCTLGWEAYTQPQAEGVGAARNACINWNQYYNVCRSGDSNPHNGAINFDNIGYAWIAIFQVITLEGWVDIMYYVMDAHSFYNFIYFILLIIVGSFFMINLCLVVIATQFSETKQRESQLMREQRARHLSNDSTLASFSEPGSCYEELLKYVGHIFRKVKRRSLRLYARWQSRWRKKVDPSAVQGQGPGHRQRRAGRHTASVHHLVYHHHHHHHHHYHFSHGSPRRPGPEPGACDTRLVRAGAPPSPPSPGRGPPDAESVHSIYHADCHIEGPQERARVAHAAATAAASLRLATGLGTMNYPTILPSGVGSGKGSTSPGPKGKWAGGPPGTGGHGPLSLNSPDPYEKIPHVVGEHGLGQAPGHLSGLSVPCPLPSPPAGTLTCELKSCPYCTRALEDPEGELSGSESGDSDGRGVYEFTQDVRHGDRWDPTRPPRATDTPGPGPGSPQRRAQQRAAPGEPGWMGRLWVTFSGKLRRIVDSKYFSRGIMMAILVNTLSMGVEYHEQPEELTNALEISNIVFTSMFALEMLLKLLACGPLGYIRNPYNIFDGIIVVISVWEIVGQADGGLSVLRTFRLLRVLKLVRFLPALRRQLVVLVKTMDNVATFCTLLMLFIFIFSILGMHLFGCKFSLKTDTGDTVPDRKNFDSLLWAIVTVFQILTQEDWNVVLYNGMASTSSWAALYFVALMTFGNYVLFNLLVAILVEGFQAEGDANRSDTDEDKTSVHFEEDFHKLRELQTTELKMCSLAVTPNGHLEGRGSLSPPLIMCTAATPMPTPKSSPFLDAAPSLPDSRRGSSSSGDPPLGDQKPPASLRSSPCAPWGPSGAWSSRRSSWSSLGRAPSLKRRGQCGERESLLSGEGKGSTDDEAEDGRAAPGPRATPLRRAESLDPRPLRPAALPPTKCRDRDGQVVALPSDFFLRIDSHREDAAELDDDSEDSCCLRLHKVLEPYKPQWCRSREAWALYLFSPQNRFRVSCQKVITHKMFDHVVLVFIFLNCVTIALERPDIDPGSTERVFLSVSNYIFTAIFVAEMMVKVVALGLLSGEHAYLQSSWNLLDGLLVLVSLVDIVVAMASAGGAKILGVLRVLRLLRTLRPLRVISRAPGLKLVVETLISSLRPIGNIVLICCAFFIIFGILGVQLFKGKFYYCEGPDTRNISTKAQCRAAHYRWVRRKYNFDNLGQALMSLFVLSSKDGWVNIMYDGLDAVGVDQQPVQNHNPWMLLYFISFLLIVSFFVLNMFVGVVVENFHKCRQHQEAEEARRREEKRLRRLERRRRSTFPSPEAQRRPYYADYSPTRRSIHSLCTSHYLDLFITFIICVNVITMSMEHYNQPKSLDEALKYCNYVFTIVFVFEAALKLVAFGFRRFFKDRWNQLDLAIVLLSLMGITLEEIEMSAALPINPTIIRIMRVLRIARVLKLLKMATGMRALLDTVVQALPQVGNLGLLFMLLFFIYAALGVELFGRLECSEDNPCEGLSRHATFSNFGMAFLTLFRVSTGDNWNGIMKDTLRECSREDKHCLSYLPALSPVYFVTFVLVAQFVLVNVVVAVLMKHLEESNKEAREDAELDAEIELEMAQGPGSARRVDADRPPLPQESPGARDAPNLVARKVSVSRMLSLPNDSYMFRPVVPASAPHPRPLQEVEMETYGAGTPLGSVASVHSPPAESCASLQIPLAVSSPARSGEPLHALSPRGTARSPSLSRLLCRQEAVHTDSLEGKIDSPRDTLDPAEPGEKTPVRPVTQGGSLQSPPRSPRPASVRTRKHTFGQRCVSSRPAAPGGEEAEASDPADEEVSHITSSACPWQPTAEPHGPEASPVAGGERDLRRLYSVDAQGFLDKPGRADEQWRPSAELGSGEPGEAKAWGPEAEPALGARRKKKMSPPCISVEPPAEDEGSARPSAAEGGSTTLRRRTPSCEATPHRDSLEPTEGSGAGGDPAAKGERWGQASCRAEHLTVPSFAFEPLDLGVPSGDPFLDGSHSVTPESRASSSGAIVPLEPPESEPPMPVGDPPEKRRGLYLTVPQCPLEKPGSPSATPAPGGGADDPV
The depositor's hits bear a star. Some of the compounds tested (hit frequency here may not be typical).

Compound	Cav32 inh
COc1cc(/C=C/C(=O)N2CCN(CC(O)COc3ccccc3)CC2)cc(OC)c1OC (stereo not given)	0.27
COCCN1C(=O)c2ccccc2C(C(=O)N2CCN(c3ccccc3)CC2)C1c1ccc(F)cc1 (stereo not given)	-0.56
O=C(CSc1nnc(-c2ccco2)o1)NC1CCCCC1	-0.048
COc1ccc(-c2nc(C#N)c(NCc3ccccc3Cl)o2)cc1	0.82
CCOc1ccc(N(CC(=O)Nc2ccc(F)c(F)c2)S(=O)(=O)c2c(C)noc2C)cc1	0.026
CCOc1ccc(C(=O)N(CN2CCCC2=O)c2ccc(C)cc2)cc1	0.62
Cn1c(=O)[nH]c(=O)c2c1nc(CN1CCN(c3ccccc3F)CC1)n2CCc1ccccc1	0.46
O=C(CN1C2=NCCCN2c2ccccc21)c1ccc(Br)s1	-1.6
O=C(CSc1nc2ccccc2s1)c1cc2ccccc2o1	0.68
COC(=O)c1ccc(N2CCCCC2)c(NS(=O)(=O)c2ccc(C)cc2)c1	-3.7*
CCN(C(=O)CCN1C(=O)c2ccccc2C1=O)C1CCCCC1	0.27
O=C1c2ccccc2C(Nc2ccc(Cl)cn2)N1Cc1ccccc1 (stereo not given)	-5.1
Cn1cccc1Cc1nnc(SCC(=O)Nc2ccccc2F)n1CCc1ccccc1	-3.7
CCOC(=O)Nc1cc(OC)c(OC)cc1Cc1nccc2cc(OC)c(OC)cc12	-0.022
O=C(c1ccccc1-c1nc(-c2ccccc2)no1)N1CCOCC1	0.54
CCC(Sc1ccc(Cl)cc1)C(=O)Nc1nnc(-c2cccc([N+](=O)[O-])c2)s1 (stereo not given)	-0.1
COC(=O)c1ccc(C(c2c(N)n(Cc3ccccc3)c(=O)n(C)c2=O)N2CCOCC2)cc1 (stereo not given)	-0.28
CCC(O)(CCN1CCCCC1)c1ccccc1 (stereo not given)	0.15
COc1ccccc1NC(=O)c1sc2nc(Cc3ccccc3)cc(C(F)(F)F)c2c1N	-1.7
CC(C)(C)NC(=O)COC(=O)Cc1ccc(Cl)cc1	-0.086
COc1cc(NC(=O)c2ccc(COCC(F)(F)F)cc2)cc(OC)c1OC	1.3
CNC(=O)c1ccsc1NC(=O)c1ccccc1	0.8
COc1ccc(C)cc1-n1nnnc1SCC(=O)N1CCC(C(=O)Nc2nccs2)CC1	0.15
CCOC(=O)N1CCC(NC(=O)c2cc(S(=O)(=O)N3CCCC3)cn2C)CC1	0.93
O=C(CN1CCCCC1)NCCNC(=O)CN1CCCCC1	0.16
COc1ccc(C2=CC(=O)CC(c3ccc(F)cc3)C2)cc1 (stereo not given)	-0.77
CCOC1(NC(=O)c2ccccc2)C(C)=CC(=O)C=C1C	-0.066
CCCCOc1cccc(C(=O)O)c1	-1.4
CC(C(=O)c1ccccc1)n1cnc2ccccc2c1=O (stereo not given)	0.15
CCC(=O)Nc1nc(CC(=O)Nc2ccccc2)cs1	0.05
COc1cccc(NC(=O)CSc2nnc(-c3cc(-c4ccccn4)nc4ccccc34)o2)c1	0.7
CCN(CC)C1CC(=O)N(c2cccc(C)c2)C1=O (stereo not given)	0.016
Cc1ccc(-c2cc(-c3ccccc3O)nc(N/N=C/c3cccnc3)n2)cc1	-0.018
CCc1ccc(-c2nn(Cc3ccccc3)cc2/C=C/C(=O)O)cc1	1
CS(=O)(=O)Nc1ccc(C(=O)NC2CCCC2)cc1	0.59
CCCOc1ccc(-c2cnc(SCC(N)=O)nc2N)cc1	0.12
O=C(NCC1CCCO1)c1ccc2c(c1)OCO2 (stereo not given)	0.037
CCC1CCCCN1C(=O)Cn1c(C(=O)OC)cc2ccsc21 (stereo not given)	-0.34
CCN(CC)CCCOC(=O)C1(c2ccccc2)CCCC1	-0.31
Nc1cc(N)nc(SCC(=O)Nc2ccccc2)n1	0.22
O=C(NC1CC2CCCC(C1)N2C(=O)NC1CCCCC1)c1ccccc1 (stereo not given)	0.19
CC1(C)CC(=O)C2=C(C1)N(Cc1ccco1)C(=O)C2(O)C(F)(F)F (stereo not given)	-0.013
COC(=O)CC/C(C)=N\Nc1ccc([N+](=O)[O-])cc1[N+](=O)[O-]	-0.41
C=CCNc1nnc(SC2CC(=O)N(c3ccc(OC)cc3)C2=O)s1 (stereo not given)	1.8
O=c1ccn(Cc2ccccc2)cc1	0.6
CCOc1ccc(S(=O)(=O)NCC2CCCO2)cc1 (stereo not given)	-0.049
Cc1ccc(-c2nc3ncccc3o2)cc1NC(=O)Cc1ccc(Cl)cc1	0.19
Cc1ccccc1C(O)c1ccccn1 (stereo not given)	0.44

Marked active in Cav32 inh, among the entries above:
Compound	Cav32 inh
COC(=O)c1ccc(N2CCCCC2)c(NS(=O)(=O)c2ccc(C)cc2)c1	-3.7*

Continued:
compound	Cav32 inh
COc1ccc(CCNC(=O)CSc2nnnn2Cc2ccc3c(c2)OCO3)cc1OC	-0.19
COC(=O)c1ccc(NC(=O)CSC2=Nc3ccccc3C3CC=NN23)cc1 (stereo not given)	-1.9
Cc1ccc(CCNc2ccccc2C)cn1	0.34
CCOC(=O)CSc1nc(N)cc(=O)[nH]1	0.76
CCOc1ccc(C(=O)/C=C/c2cn(CN3CCN(C)CC3)c3ccccc23)cc1	-0.61
CCOc1cc(NC(=O)c2ccccn2)c(OCC)cc1NC(=O)CC(C)C	-0.039
COc1ccc(C2=NN(CN3C(=O)C(=O)c4ccccc43)C(c3ccc(C)cc3)C2)cc1 (stereo not given)	-0.52
C[C@H]1CCC[C@@]2(O[C@@H](CCO)C[C@H](O)[C@H]2O)O1	0.33
O=C(CCc1ccccc1)OCCN1CCOCC1	0.31
CCOc1ccc(-c2nc(C)c(C(C)=O)n2O)cc1	-0.48
CNCCCC1Sc2ccccc2Oc2ccccc21 (stereo not given)	1.4
CCc1nnc(NC(=O)CSc2nnc(-c3ccccc3NC(=O)c3ccccc3)o2)s1	-0.1
CCCCCCN=CC1=C(O)CC(C)(C)CC1=O	0.29
CCOC(=O)c1ccc(COC(=O)c2nonc2N)cc1	-0.62
N#Cc1nc(Cc2ccccc2)oc1N1CCN(c2ccccc2)CC1	-4.8*
Cc1occc1-c1nc(-c2ccccn2)no1	2
CC(C)NC(C(=O)Nc1cc(Cl)cc(Cl)c1)c1ccccc1 (stereo not given)	-4.6*
CCOC(=O)c1oc2cc(O)ccc2c(=O)c1-c1csc(C)n1	-0.56
COc1cccc(-c2nn3c(-c4ccco4)nnc3s2)c1	0.47
COc1ccc(N2C(=O)CC(NCc3ccncc3)C2=O)cc1 (stereo not given)	0.057
CCS(=O)(=O)c1ccc(S(=O)(=O)CC)s1	1.4
O=C(O)C1CCCN(S(=O)(=O)c2ccc(F)cc2)C1 (stereo not given)	-0.29
Cc1cccc(OCc2nnc(SCC(=O)c3ccccc3)o2)c1	-3.8
CN1CCN(S(=O)(=O)c2ccc(N)cc2)CC1	0.88
Cc1ccc(C2C(=O)N(C3CCCC3)CC(=O)N2CC2COc3ccccc3O2)cc1 (stereo not given)	-2.2

Taken from above:
Cav32 inh with CCCCOc1cccc(C(=O)O)c1 is entered as -1.4
Cav32 inh with O=C(CN1CCCCC1)NCCNC(=O)CN1CCCCC1 is entered as 0.16
Cav32 inh with CCC(O)(CCN1CCCCC1)c1ccccc1 (stereo not given) is entered as 0.15

A second format for some results above:
> CCCCCCN=CC1=C(O)CC(C)(C)CC1=O
  Cav32 inh = 0.29

> CCOC(=O)c1ccc(COC(=O)c2nonc2N)cc1
  Cav32 inh = -0.62

> N#Cc1nc(Cc2ccccc2)oc1N1CCN(c2ccccc2)CC1
  Cav32 inh = -4.8*

> Cc1occc1-c1nc(-c2ccccn2)no1
  Cav32 inh = 2

(further entries)
compound	Cav32 inh
COc1ccc(NC(=O)N(Cc2ccc(C)cc2)Cc2cccnc2)c(OC)c1	0.11
CCCc1cc(Nc2c(C)n(C)n(-c3ccccc3)c2=O)n2c(nc3ccccc32)c1C#N	2.8
Cc1ccc(S(=O)(=O)N/N=C\c2cn(-c3ccccc3)nc2-c2ccccc2)cc1	-2.1
CCOc1ccccc1CN1CCN(S(C)(=O)=O)CC1	0.53
Nc1nc(OCC(F)(F)F)cc(Oc2ccccc2F)n1	-0.54
O=C(CCN1CCC(c2ccccc2)C1)c1cccs1 (stereo not given)	0.75
CCN(CC)C(c1ccc(C)cc1)c1nnnn1C1CCCCC1 (stereo not given)	-2.1
CCOc1cc(C(=O)Nc2ccc(S(=O)(=O)N3CCOCC3)cc2)cc(OCC)c1OCC	1.4
CCn1ccc(C(=O)NC2=C(C#N)CCC2)n1	0.018
CCC(NC(=O)c1ccccc1NC(=O)c1ccccc1)C(=O)O (stereo not given)	-0.12
CC(C)(C)c1cc(NS(=O)(=O)c2ccc3c(c2)OCCO3)on1	-0.67
CC(=NCCc1ccccc1)C1=C(O)CCC1=O	1.1
COc1ccccc1NC(=O)Cn1c(=O)oc2ccccc21	0.24
CC1(C)Cc2c(C#N)c(SCc3ccccc3)nc(N3CCOCC3)c2CO1	-1.5
Cc1[nH]c2ccccc2c1C1C(c2ccccc2)=NN=C(C(C)C)N1O (stereo not given)	-5.4*
CC(=O)c1cccc(NC(=O)N2C3CCC2CC(O)(c2cccnc2)C3)c1 (stereo not given)	0.42
CCOC(=O)c1cnc2c(OC)cccc2c1N1CCN(c2ccccc2OC)CC1	-2.5
CCn1c(=O)c(C(=O)NCCCO)c(O)c2ccccc21	0.012
O=C(CSc1nc2ccccc2c(=O)n1Cc1ccco1)N1CCN(c2ccccc2)CC1	-4.9*
O=C(Cc1ccccc1)Nc1nnc(-c2ccco2)s1	-0.73
COc1cccc(C(=O)Nc2cc(=O)n(C)c(=O)n2C)c1	0.47
CC(C)Cn1[nH]c2c3c(ccc2c1=O)C(=O)c1ccccc1C3=O	2.2
Cc1cc(C)nc(-n2nc(C)cc2NC(=O)CNC(C)c2ccccc2)n1 (stereo not given)	0.69
Cn1c2ccc(F)cc2c2ncn(CCN3CCOCC3)c(=O)c21	1.4
O=C(CC1SC(=O)N(Cc2cccc3ccccc23)C1=O)Nc1nccs1 (stereo not given)	0.022

Structures listed so far that contain a nitro group on carbon:
compound	Cav32 inh
CCC(Sc1ccc(Cl)cc1)C(=O)Nc1nnc(-c2cccc([N+](=O)[O-])c2)s1 (stereo not given)	-0.1
COC(=O)CC/C(C)=N\Nc1ccc([N+](=O)[O-])cc1[N+](=O)[O-]	-0.41

(next part)
compound	Cav32 inh
O=C(Nc1ccccc1)C1C2CCC3C(CCC21)C3(Cl)Cl (stereo not given)	-2.5
Fc1ccc(C(CCCn2nnc(-c3cccnc3)n2)c2ccc(F)cc2)cc1	-4.2*
O=[N+]([O-])c1cc(S(=O)(=O)Nc2ccccc2)ccc1-n1nnc2ccccc21	-6.3*
COc1ccc(CNC(=O)C(C)N(Cc2ccco2)C(=O)c2snc(C(N)=O)c2N)cc1 (stereo not given)	2.2
COC(=O)CN1C(=O)[C@@H]2[C@H](C1=O)[C@@H]1CC(C(=O)OC)=C[C@@H](C(=O)OC)[C@@H]3C1=C(C(=O)[C@@]3(C)NC(=O)c1ccccc1)[C@@H]2C	-1.3
c1ccc(-c2nnc3sc(Cc4cccs4)nn23)cc1	0.64
CCCn1c(C2CC(=O)N(c3ccc(C)cc3)C2)nc2ccccc21 (stereo not given)	0.81
CCCC(C)C(=O)Nc1ccccc1C(=O)OCC (stereo not given)	-0.072
CC(CCc1ccccc1)NC(=O)/C=C/c1ccccc1 (stereo not given)	0.47
CN(/N=C/c1ccncc1)C1=NS(=O)(=O)c2ccccc21	3.3
Cc1nc(C)c2c(=O)cc(-c3ccccc3)[nH]c2n1	-0.15
COc1cccc(-c2csc(NC(=O)Oc3ccccc3)n2)c1	-1.2
COc1ccc(NC2CC(=O)N(C)C2=O)cc1 (stereo not given)	0.062
O=C(CSc1nnc(CNC(=O)c2c(F)cccc2Cl)o1)Nc1ccc2c(c1)OCCO2	0.083
CCOC(=O)c1cc2c(nc1N)CC(C)(C)OC2	-1.2
CCOc1c2ccc(C(=O)NCc3ccc(C)cc3)cc2nn1CCOC	-0.0041
Fc1ccc(OCCOCCNCC2CCCO2)cc1 (stereo not given)	-0.35
C=CCn1c(SCCN2CCOCC2)nc2c1c(=O)[nH]c(=O)n2C	0.18
CS(=O)(=O)Nc1ccc(C(=O)NC2CC3CCC2C3)cc1 (stereo not given)	-0.016
O=S(=O)(NC1CC1)c1ccc(S(=O)(=O)N2CCCc3ccccc32)cc1	-3.8
Cc1c(CN(C)C)c2c(n1Cc1ccccc1)C(=O)c1ccccc1-2	-0.056
Cc1ccccc1CN(c1ccc(C(=O)Nc2cccnc2)cc1)S(C)(=O)=O	-0.14
Cc1cccc(-n2ncc(C#N)c2N)c1	0.11
CC(=O)NC1C(=O)N(CC(C)C)c2ccccc21 (stereo not given)	0.14
Cc1cc(C(=O)OCCO)c(C#N)c(N)n1	0.96
COc1cccc(NC(=O)c2ccc(S(=O)(=O)N3CCCCC3)cc2)c1	-2.5
CC(=N/O)/C(=N\O)c1ccc(C)o1	0.073
Cc1cc2c3c(c1C)C1(C(=O)N3C(C)(C)CC2C)C(C#N)=C(N)Oc2n[nH]c(C)c21 (stereo not given)	0.15
Cn1c(CSc2ncn[nH]2)nc2ccccc21	0.75
CCc1cc2c(=O)c(-c3ccon3)c(N)oc2cc1OC	-0.46
COc1ccc(N(CC(=O)NCc2ccccc2)S(=O)(=O)c2c(C)noc2C)cc1	0.16
O=c1c(-c2ccc(Cl)cc2)[n+]([O-])c2ccccc2n1OCc1ccccn1	0.79
Cc1cc(NC(=O)COC(=O)c2n[nH]c3ccccc23)no1	-0.82
COc1ccc(-c2cc3nc4c(c(=O)n3[nH]2)CCC4)cc1	-0.13
CCOC(=O)c1c(C)nc(-c2ccccc2)nc1NC(=O)CC	-0.18
